MITF act: activators of MITF-driven TRPM1 promoter reporter, primary screen, cell-based, SK-MEL-5, luciferase, single point; SK-MEL-5 TRPM1-promoter luciferase, 24 h; % of positive control, neutral wells = 0; hit rate 0.75% among 300,000; activation, % at 12.5 µM;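 active = mean activation of at least 80% with every replicate also reaching 80%; inconclusive = mean reaches 80% but some replicate falls short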;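 also: 0% = neutral control wells and 100% = parthenolide positive control wells; values of inactives mirror those of a sister screen read the other way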
RTF Ca sens act: cardiac RTF calcium sensitivity activators, primary screen, biochemical, IANBD-TnC fluorescence, EC20 calcium | Troponin I, cardiac muscle (Homo sapiens) + Troponin T, cardiac muscle (Homo sapiens) + … | IANBD-labeled TnC RTF fluorescence at EC20 calcium; 0% EC20 calcium, 100% full calcium | activation, % at 7.2 µM | hit rate 0.24% among 340,000 | AID 493008, 2010;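 active = activation above the mean over all tested compounds plus 3 SD, cut at about 30% in these data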;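 also: rise in fluorescence read as greater calcium sensitivity of cardiac thin filaments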
dFosB activator: activators of delta FosB homodimer, primary screen, biochemical, fluorescence polarization, TAMRA-CDK5 oligo, single point; activation, % at 25 µM; hit rate 0.99% among 340,000; purified delta FosB; percent of positive-control signal above neutral wells; AID 493131, 2011; Protein FosB (Mus musculus), P13346;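 active = mean activation above about 17%, with every replicate also reaching it, limit read from the data, passing the limit was not always enough; inconclusive = only one of the two conditions met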;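 also: fluorescence polarization rise as delta FosB binds a TAMRA Cdk5 AP-1 oligo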
Wnt act: Wnt/beta-catenin pathway activators, primary screen, cell-based, plate reader, single point | Wnt/beta-catenin reporter cell assay, activator | activation, % at 9.35 µM | hit rate 1.2% among 300,000; in the data active = activation above about 30%, passing the limit was not always enough; inconclusive = no clear call, values can overlap the other calls;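 also: 0% = neutral control wells and 100% = positive control wells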
CDK5 p35 inh: inhibitors of human CDK5/p35 kinase, primary screen, biochemical, single concentration; Cyclin-dependent kinase 5 (Homo sapiens) + Cyclin-dependent kinase 5 activator 1 (Homo …; Recombinant CDK5/p35, ADP-Glo luminescence, 60 min; inhibition, % at 10 µM; hit rate 0.01% among 330,000; AID 488839, 2010;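 active = highest replicate inhibition of at least 50% and at least 75% of replicates reaching 50%; inconclusive = only one of the two criteria met; inactive = both criteria failed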;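 also: plate controls were DMSO neutral control for no effect and GW8510 at 10 µM for full effect; many of its hits are not listed in these tables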
Target sequence (Q00535 whole entry, looked up): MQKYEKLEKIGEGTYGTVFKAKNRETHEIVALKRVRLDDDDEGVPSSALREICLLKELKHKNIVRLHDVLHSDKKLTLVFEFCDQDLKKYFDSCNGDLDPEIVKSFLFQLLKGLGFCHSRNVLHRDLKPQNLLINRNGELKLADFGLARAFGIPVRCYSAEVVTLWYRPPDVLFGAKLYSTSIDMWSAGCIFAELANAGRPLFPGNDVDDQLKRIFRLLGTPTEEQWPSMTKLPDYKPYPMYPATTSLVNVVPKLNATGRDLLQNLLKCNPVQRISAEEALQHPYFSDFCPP
Target sequence (Q15078 whole entry, looked up): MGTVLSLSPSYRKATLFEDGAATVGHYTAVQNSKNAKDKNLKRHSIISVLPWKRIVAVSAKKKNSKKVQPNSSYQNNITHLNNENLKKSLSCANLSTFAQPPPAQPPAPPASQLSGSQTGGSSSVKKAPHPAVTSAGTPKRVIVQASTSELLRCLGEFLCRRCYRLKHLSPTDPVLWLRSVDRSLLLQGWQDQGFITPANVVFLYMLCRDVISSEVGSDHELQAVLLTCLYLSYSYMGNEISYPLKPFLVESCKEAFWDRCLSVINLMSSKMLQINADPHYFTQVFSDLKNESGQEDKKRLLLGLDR
CAL PDZ FP-1: untagged CAL PDZ binding inhibitors, primary screen, biochemical, fluorescence polarization, HTS; Golgi-associated PDZ and coiled-coil motif-containing protein (Homo sapiens), Q9HD26; purified CAL PDZ, TMR-peptide fluorescence polarization, 1 h; hit rate 0.92% among 300,000; inhibition, % at 24.9 µM; AID 602252, 2012;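 active = mean inhibition of at least 30% with at least half of replicates also reaching 30%; inconclusive = no clear call, values can overlap the other calls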;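 also: 0% = DMSO neutral control and 100% = excess unlabeled competitor peptide PRC23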
Rtt109 HAT inh: inhibitors of C. albicans Rtt109/Vps75 HAT, primary screen, biochemical, ThioGlo CoA-SH fluorescence, plate reader; Histone acetyltransferase RTT109 (Candida albicans (strain SC5314 / ATCC MYA-2876)), …; hit rate 0.16% among 330,000; inhibition, % at 34.9 µM; purified Rtt109/Vps75, 4 h;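 active = inhibition of at least 50% in every replicate; inconclusive = best replicate reaches 50% inhibition but some replicates fall short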
Target sequence (Q5AAJ8 whole entry, looked up): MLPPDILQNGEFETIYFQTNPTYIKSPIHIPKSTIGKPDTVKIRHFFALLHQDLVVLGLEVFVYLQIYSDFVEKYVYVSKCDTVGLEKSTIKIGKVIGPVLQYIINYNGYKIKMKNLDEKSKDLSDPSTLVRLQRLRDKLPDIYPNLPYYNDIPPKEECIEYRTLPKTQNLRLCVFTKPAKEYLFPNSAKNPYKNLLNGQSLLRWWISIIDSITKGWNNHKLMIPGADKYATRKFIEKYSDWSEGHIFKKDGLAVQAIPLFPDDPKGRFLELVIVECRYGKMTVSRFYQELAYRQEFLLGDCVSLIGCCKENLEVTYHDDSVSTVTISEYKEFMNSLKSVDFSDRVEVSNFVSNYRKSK
Tat export inh: E. coli Tat export inhibitors, primary screen, MC4100, TorA-mCherry reporter, fluorescence, single point. inhibition, % at 10 µM. hit rate 0.036% among 340,000;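 active = mean replicate inhibition at least 50% and at least half of replicates individually reaching 50%; inconclusive = only one of the two criteria met; inactive = neither criterion met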;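 also: exported cargo escapes ClpAP degradation while cytoplasmic cargo is degraded and loses fluorescence; 0% = median of neutral control wells and 100% = median of NaSCN control wells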
V-ATPase pH: regulators of yeast V-ATPase proton pumping, primary screen, pHLuorin cytosolic pH fluorescence | S. cerevisiae | response, % at 10 µM | hit rate 0.37% among 350,000 | AID 504577, 2011; in the data active = response mostly above about 7.3%, no sharp cut-off; inactive = mostly below about 5.4%; also: actives read high; inactives centre near 0; some compounds called inactive have numbers as strong as hits
CAL PDZ FP-2: CAL PDZ peptide-binding inhibitors, primary screen, biochemical, fluorescence polarization, Cer-tagged CAL PDZ, HTS | Golgi-associated PDZ and coiled-coil motif-containing protein (Homo sapiens), Q9HD26 | purified CAL PDZ, TMR-peptide fluorescence polarization, 1 h | inhibition, % at 20 µM | hit rate 0.02% among 330,000 | AID 504414, 2011;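 active = highest replicate inhibition of at least 40%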;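 also: plate controls were DMSO neutral control wells for no effect and unlabeled competitor peptide control wells for full effect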
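Test system: tagged CAL PDZ domain / Buffer or medium: sodium phosphate/NaCl buffer pH 7.4 with TCEP, IgG, Thesit / Reagent: TMR-labelled reporter peptide T*-PRC34 bound in PDZ groove / Compound dosing: single point, 20 µM / Schedule: 1 h incubation at room temperature before polarization reading / Technique: fluorescence polarization (mP) / Benchmarks: unlabelled peptide, DMSO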
* hit, by the source's call; u = inconclusive; x = not tested or not shown.

SMILES | MITF act | RTF Ca sens act | dFosB activator | Wnt act | CDK5 p35 inh | CAL PDZ FP-1 | Rtt109 HAT inh | Tat export inh | V-ATPase pH | CAL PDZ FP-2
O=C(NCc1ccccc1)c1ccc(C(=O)NCc2ccccc2)cc1 | -6 | -3 | -3 | -25 | -1.0 | -3 | 0 | -3 | -1 | -0.9
CC1=CCC(C(C)(C)NC(=O)c2ccccc2)C/C1=N\O (stereo unspecified) | -3 | -8 | -1 | x | -0.7 | x | -13 | 5 | 0 | 0.6
Clc1ccc(C2=NNC(=NCc3ccccc3)SC2)cc1 | 54 | 1 | -16 | 5 | -0.7 | -3 | -4 | -1 | 1 | -0.8
CC1CCCCN1C(=O)CN1CCC(c2nc3ccc(Cl)cc3[nH]2)CC1 (stereo unspecified) | -17 | 6 | -7 | -1 | -2.0 | x | 2 | -2 | 4 | -1.4
CC(=O)N(C)C1(c2nnnn2CCOC(=O)Nc2ccc(Cl)cc2)CCCCC1 | 8 | 0 | 3 | x | -0.1 | -4 | -1 | -1 | 1 | -1.6
CSc1ccccc1NC(=O)CN(C)Cc1ccc(Br)cc1 | -6 | -5 | -10 | -5 | -1.4 | -2 | -5 | 5 | 0 | -1.5
CCSc1nnc(NC(=O)NC(C)(C(F)(F)F)C(F)(F)F)s1 | -2 | -2 | -8 | x | -1.1 | -6 | 7 | -5 | -1 | -0.4
Cc1cc(C)cc(NC(=O)CSc2ccccc2)c1 | 3 | 6 | -3 | -8 | 1.1 | 1 | 6 | 6 | -3 | -0.4
CCN(CCCNC(=O)C1CCN(S(=O)(=O)CC)CC1)c1ccccc1 | 0 | -2 | 2 | -1 | 0.0 | -2 | 7 | -7 | -3 | 0.1
COc1ccc(S(=O)(=O)Nc2ccc(F)cc2F)cc1C(=O)N1CCOCC1 | x | -3 | 3 | -1 | -7.1 | -4 | -2 | 26 | -3 | -1.3
O=S(=O)(c1cccc(-c2n[nH]c(=S)n2-c2cccc(C(F)(F)F)c2)c1)N1CCOCC1 | x | -1 | -4 | -1 | 1.9 | 0 | 4 | 2 | -3 | -0.9
CC(=O)c1ccccc1C(=O)NCc1cccnc1 | 12 | 3 | -2 | 0 | 0.7 | -2 | -2 | -9 | -1 | -0.7
CSc1cccc(NC(=O)CN(C)S(=O)(=O)c2cnc[nH]2)c1 | -3 | -5 | -7 | -1 | 1.0 | 2 | 12 | u | 3 | -2.9
N#C/C(=C\c1cccnc1)C(=O)Nc1cccc2ccccc12 | -25 | 3 | -9 | 2 | 0.7 | -4 | 5 | -2 | 3 | -0.6
CC1(C)Cc2c(c(-c3ccco3)[nH]c(=O)c2C#N)CO1 | -7 | 8 | -6 | x | -0.8 | 2 | x | -1 | 0 | -1.1
CCn1c(=O)cc(OCC(=O)NCc2ccco2)c2ccccc21 | 1 | 2 | -10 | 3 | 0.6 | -5 | -5 | -16 | -9 | -1.3
CCOC(=O)c1[nH]c2ccc(F)cc2c1NC(=O)CCN1CCOCC1 | 0 | -1 | 5 | -2 | -0.8 | -5 | x | -1 | -1 | -1.7
Cc1cc(C)cc(NC(=O)NCC(O)COc2ccc([N+](=O)[O-])cc2)c1 (stereo unspecified) | 1 | -6 | -9 | 3 | 1.1 | -6 | -1 | 3 | 2 | -0.7
CC(=O)c1ccc(Nc2cc(C)nc3c(C)cc(C)cc23)cc1 | -52 | 7 | -18 | -15 | 0.7 | x | 5 | -3 | 1 | -2.4
CCc1ccc(-n2nc3cc(C)c(N)cc3n2)cc1 | -4 | -6 | -1 | 4 | -0.3 | -3 | 2 | -15 | 0 | -0.2
O=C(CN1C2CCCC1CC(NC(=O)C1CCCCC1)C2)Nc1ccccc1 (stereo unspecified) | -2 | -3 | -19 | -1 | -0.8 | x | 5 | 1 | -1 | -9.5
CCOc1ccc(C(C)NC(=S)NC2CCCCC2)cc1 (stereo unspecified) | 7 | -4 | -16 | -1 | -0.5 | -1 | -4 | 8 | -3 | -1.4
CCN1CCN(CCCNc2ncnc3nc[nH]c23)CC1 | -16 | 1 | -1 | -1 | 1.1 | x | 4 | u | 0 | 0.4
Cc1ccc(NC(=O)[C@H](Cc2ccccc2)NC(=O)C2CCNCC2)cc1 | 2 | -4 | -1 | -2 | 0.8 | -2 | -4 | 1 | 0 | 0.2
COc1cc2[nH]c(=O)n(Cc3ccc(C(=O)NCCCN4CCC(C)CC4)cc3)c(=O)c2cc1OC | x | -3 | 28* | x | -0.2 | -10 | -2 | -1 | -4 | -1.8

The listing continues:
SMILES | MITF act | RTF Ca sens act | dFosB activator | Wnt act | CDK5 p35 inh | CAL PDZ FP-1 | Rtt109 HAT inh | Tat export inh | V-ATPase pH | CAL PDZ FP-2
O=C(c1c[nH]c2ccc(F)cc2c1=O)N1CCCCCC1 | 1 | 4 | 1 | -2 | 0.2 | -5 | -3 | -2 | -5 | -0.2
CC(/C=N/NC(=O)c1cc(-c2ccc(Cl)cc2)nc2ccccc12)=C\c1ccco1 | 3 | -2 | -9 | -8 | -0.7 | 1 | -4 | -8 | 2 | -1.8
COc1ccc(NC(=O)NC23CC4(C)CC(C)(CC(C)(C4)C2)C3)cc1 | -6 | -3 | 0 | -6 | -0.4 | 1 | -35 | -2 | 1 | 0.0
CCc1nnc(NC(=O)CSc2nnc(C3CCCCC3)n2-c2ccccc2)s1 | 11 | -6 | -12 | -3 | -4.1 | 2 | -1 | 3 | 0 | -1.4
Cc1cccc(C(=O)NC2CCN(S(=O)(=O)c3cccc(F)c3)CC2)c1 | 2 | 1 | -8 | -1 | -0.3 | 1 | 2 | -12 | 0 | -5.7
Cn1c(CNC(=O)CNC(=O)Cc2ccc(F)cc2)cc(=O)n(C)c1=O | -9 | 9 | -9 | -3 | 2.3 | x | 9 | -7 | 3 | -0.4
CC(C)(C)c1ccc(N2C(=N)SCC2=O)cc1 | -13 | -7 | -2 | -1 | 1.9 | -3 | -12 | -2 | 7 | -0.7
CC(C)C[C@H]1CN=C(Nc2ccccc2)N1CC(C)C | -9 | 1 | -2 | -3 | 0.2 | -2 | -2 | -3 | 2 | -0.7
COc1ccc2c(c1O)-c1ccccc1CCN(C)C2 | 8 | 4 | 0 | -2 | -1.0 | 2 | -1 | 4 | 0 | 0.8
Cc1c(Cl)cccc1NC(=S)/C(=C(\[O-])c1ccc(Cl)s1)[n+]1ccccc1 | -20 | 1 | -2 | x | 0.0 | -3 | -7 | 2 | 2 | -1.8
CS(=O)(=O)N1CCN(c2ccc([N+](=O)[O-])c3cccnc23)CC1 | 3 | 1 | 6 | -8 | 0.7 | -6 | 5 | -5 | 1 | -0.3
CCOC(=O)c1c(N2C(=O)C3CC(C)=C(C)CC3C2=O)sc(C)c1C (stereo unspecified) | -1 | 2 | -5 | -4 | -0.1 | 3 | 6 | 4 | -4 | -0.3
CCn1c(-c2cccnc2Cl)nc2cc(C)c(C)cc21 | -9 | -5 | -1 | -1 | 0.3 | -4 | 14 | 0 | -1 | -3.4
C[C@@H]1CN([C@H](C)CO)C(=O)c2cc(NC(=O)C3CCCCC3)ccc2O[C@@H]1CN(C)Cc1ccncc1 | -1 | 10 | -5 | -3 | -2.2 | -3 | -15 | 2 | 2 | -0.6
CC(C)CCNC(=O)C1CC2Cn3c(nc4cc(Cl)c(Cl)cc43)C2N1C (stereo unspecified) | -8 | 10 | -3 | -1 | 0.7 | -1 | 0 | -9 | -1 | -1.3
O=C(Nc1ccc(N2CCOCC2)cc1)c1cc2ccccc2o1 | 72 | -2 | 0 | x | -0.8 | 2 | -7 | 1 | 12 | 0.9
COc1ccc(C(=O)NC2CCCCC2)cc1OC1CCN(C(C)C)CC1 | 11 | -1 | -14 | -2 | -0.6 | -4 | 0 | -1 | -3 | -2.1
CCN1CCc2c(OCC(=O)Nc3cccc(C)c3)cccc2C1=O | -17 | 11 | -12 | -1 | 0.3 | -7 | -5 | -6 | -6 | -3.5
Cc1cc(NC(=O)CCC(=O)N(CC(=O)NC2CCCC2)Cc2ccco2)no1 | 0 | -3 | -10 | 2 | -0.2 | 0 | 3 | -2 | 4 | -1.2
CCCCOc1ccc(C(=O)N/C(=C/c2cccc([N+](=O)[O-])c2)C(=O)O)cc1 | 1 | 3 | -2 | -1 | -3.5 | 3 | x | 0 | -5 | -1.3
CCc1nnc(SCC(=O)N2CCCc3ccccc32)nc1CC | -12 | -6 | -5 | -4 | -0.3 | 7 | 22 | -14 | -1 | -0.4
Cc1ccc(C(CC(=O)N2CCNCC2)c2ccccc2)c(O)c1C (stereo unspecified) | 19 | 1 | -9 | -2 | 1.7 | 0 | 10 | -15 | 4 | -1.0
COc1ccc(-c2cn3c(C)c(C(=O)NCCN4CCOCC4)sc3n2)cc1 | x | 4 | -5 | x | -1.2 | 0 | 14 | 0 | -1 | -2.8
CN(CCc1ccccn1)C(=O)CCC1CCCN(C(=O)c2cscn2)C1 (stereo unspecified) | 2 | -1 | -1 | 7 | -5.9 | 11 | -3 | 6 | 2 | -1.9
Cc1cc(C)c(C2C3=C(Nc4c2c(C)nn4-c2ccccn2)c2ccccc2C3=O)c(C)c1 (stereo unspecified) | -12 | -17 | -5 | x | 0.3 | -1 | -1 | -3 | -2 | 0.1
COc1cc(NC(=S)NCc2cccs2)cc(OC)c1 | 6 | 1 | -10 | 3 | -1.1 | -4 | 1 | -1 | 1 | -1.1
COc1cc(/C=N/NC(=O)C2CC(=O)N(c3ccc(C)cc3)C2)cc(OC)c1OC (stereo unspecified) | -4 | -5 | 13 | 9 | 0.2 | -2 | -2 | 4 | 3 | -0.1
Cc1cn(S(=O)(=O)c2ccc(Cl)cc2)c(C)n1 | -14 | 3 | -2 | 0 | -1.2 | 78* | -9 | -18 | 1 | -1.4
COc1ccc(-c2cc3c(=O)n(CC(=O)NCc4ccccc4F)ncn3n2)cc1 | 13 | 4 | -3 | 7 | -0.3 | x | -7 | 0 | 9 | -0.3
COc1cc(/C=C(/C#N)c2nc3ccccc3[nH]2)ccc1OCC(=O)Nc1ccccc1C | -9 | 4 | -7 | -3 | 1.3 | 1 | -8 | 0 | 2 | -0.4

From PubChem BioAssay
